ER stress rescue: rescue of cells from ER stress-induced death, primary screen, 384-well, CSM14.1, thapsigargin, ATP luminescence (AID 1222); 190,000 tested, under 10 active; one-dose cellular ATP content (survival), % at 20 µM; EC50 in µM for titrated hits; CSM14.1 thapsigargin-induced death rescue, ATP luminescence; higher % means a stronger effect;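 active = EC50 below 50 µM in the dose-response confirmation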;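 note: death triggered by thapsigargin at about 15 µM added after 2 h compound pretreatment; cell ATP read after overnight thapsigargin exposure of roughly 18 to 22 hours; normalized against plate controls of thapsigargin alone and 5% DMSO vehicle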
LYP inhibition: inhibitors of LYP phosphatase, biochemical, fluorescence intensity, uHTS (AID 1779) | hit rate 0.054% among 290,000 | recombinant LYP phosphatase, fluorescence intensity; higher % means a stronger effect | inhibition, % at 11.5 µM; hits with a dose series show IC50 in µM;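 note: plate controls were vehicle with enzyme for no effect and no enzyme for full effect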
XIAP displacement: XIAP antagonists, biochemical, IAP family, fluorescence polarization (AID 1018); hit rate 0.007% among 200,000; E3 ubiquitin-protein ligase XIAP (Homo sapiens); XIAP BIR domain, fluorescence polarization peptide displacement; higher % means a stronger effect; displacement, % at 20 µM, or IC50 in µM where a hit was titrated; in the data active = displacement above about 50%; note: a part of the inactive calls stands beside numbers as strong as those of hits
PMI inhibitors: inhibitors of human PMI, primary screen, biochemical, fluorescence intensity, coupled assay (AID 1209); Mannose-6-phosphate isomerase (Homo sapiens); purified PMI enzyme, coupled fluorescence intensity; higher % means a stronger effect; one-dose inhibition, % at 20 µM; IC50 in µM for titrated hits; hit rate 0.42% among 190,000;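 note: plate controls were DMSO vehicle for no effect and wells lacking substrate for full effect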
human PMI inhibitors: human PMI inhibitors, high substrate, primary screen, biochemical, fluorescence intensity, high mannose 6-phosphate (AID 1220); hit rate 0.66% among 190,000; Mannose-6-phosphate isomerase (Homo sapiens); recombinant PMI enzyme, coupled fluorescence intensity; higher % means a stronger effect; inhibition, % at 20 µM, or IC50 in µM where a hit was titrated
P. falciparum M17LAP: P. falciparum M17LAP inhibitors, primary screen, biochemical, fluorogenic H-Leu-NHMec substrate, 1536-well (AID 1619) | Leucine aminopeptidase (Plasmodium falciparum (isolate 3D7)) | recombinant M17LAP, H-Leu-NHMec fluorogenic kinetic assay; higher % means a stronger effect | inhibition, % at 30 µM; hits with a dose series show IC50 in µM | hit rate 0.38% among 220,000;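 active = compound inhibiting the enzyme by more than half at any dose during confirmatory dose-response retesting; inconclusive = strong single-dose inhibitors picked by rank but not retested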;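 note: plate controls were full reaction with DMSO carrier for no effect and no enzyme background for full effect; strong numbers were not always called active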
TNAP activation fold: human TNAP enzyme activators, primary screen, biochemical, luminescent, no phosphate acceptor, uHTS (AID 1001). one-dose activation fold at 20 µM; EC50 in µM for titrated hits. purified TNAP, luminescent activation assay, no phosphate acceptor; higher activation fold means a stronger effect. hit rate 0.03% among 200,000. Alkaline phosphatase, tissue-nonspecific isozyme (Homo sapiens); in the data active = activation fold from about 3, or a potency from the dose series; inactive = the rest, 99 in 100 with activation fold below about 1.6; note: many of its hits are not listed in these tables
M1AAP inhibition: P. falciparum M1AAP inhibitors, biochemical, fluorogenic H-Leu-NHMec substrate, 1536-well (AID 1445). recombinant M1AAP, H-Leu-NHMec fluorogenic kinetic assay; higher % means a stronger effect. inhibition, % at 30 µM, or IC50 in µM where a hit was titrated. hit rate 0.42% among 220,000;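 active = primary inhibition above the hit cutoff, then over 50% inhibition at one or more dose response concentrations, cut at about 23% in these data, passing the limit was not always enough; inconclusive = conflicting primary data, or primary hits not chosen for dose response; inactive = low primary inhibition, or under 50% at every dose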;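 note: plate controls were DMSO full reaction for no effect and no enzyme background for full effect; strong numbers were not always called active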
Myeloid diff MLP: induction of myeloid progenitor differentiation, primary screen, cell-based, flow cytometry, MLPCN library; AID 624256, 2012; calls only at 10 µM; ER-HoxA9 myeloid progenitors, lysozyme-GFP differentiation; hit rate 1% among 360,000;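 active = normalized GFP-positive differentiation at or above the plate's own cutoff, the solvent-only control mean plus 3 SD; inconclusive = no clear call, values can overlap the other calls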;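 note: cells exposed to compound for four days before flow analysis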
Myeloid diff MLP GFP+ MAC1+ %: further read-out of Myeloid diff MLP, marked with its call; GFP+ MAC1+ double positive, %; measured here: differentiation confirmed by MAC1 staining
An asterisk follows results filed as active; i = inactive; ? = inconclusive; . = no result given; + = active, no number. Cut-off read from the data, not from the text of the source, unless noted: active = inhibition above about 50%; inactive = the rest.

SMILES	ER stress rescue	LYP inhibition	XIAP displacement	PMI inhibitors	human PMI inhibitors	P. falciparum M17LAP	TNAP activation fold	M1AAP inhibition	Myeloid diff MLP	Myeloid diff MLP GFP+ MAC1+ %
CCOc1ccc(OCc2ccc(C(=O)N3CCCC(C)C3)cc2)cc1 (stereo not drawn)	-0.7%	-4%	-4.8%	10%	10%	-4%	1.1	1%	i	1.6
Cc1ccccc1-n1cnnc1SCC(=O)N1CCN(c2ccccc2)CC1	-1.3%	-6%	-1.5%	8%	-1%	-1%	1	6%	i	1.0
CNC(=O)CSc1nnc(-c2ccc(S(=O)(=O)N3CCCC3)cc2)n1-c1cccc(C)c1C	.	3%	-8.1%	11%	10%	-2%	1	-2%	i	1.0
CCN(CC)S(=O)(=O)c1ccc(C(=O)NCCCN=C2NS(=O)(=O)c3ccccc32)cc1	-3.7%	-8%	-1.9%	-8%	-11%	-2%	1	1%	i	1.1
CCOC(=O)C(=O)Nc1cc(Cl)ccc1C	4.4%	-1%	-11%	-7%	4%	5%	1.1	6%	i	2.1
CC(C)CNC(=O)CC(=O)NN=C1CCCC1	-2.9%	-6%	0.1%	-8%	-8%	11%	1.1	3%	i	0.5
Cc1ccc(OCC(=O)N2CCCC(CCC(=O)N(C)CCc3ccccn3)C2)cc1 (stereo not drawn)	1.6%	-3%	-4.0%	-5%	-13%	4%	1	2%	i	0.2
COc1ccc(S(=O)(=O)N(CCCN2CCCC2=O)Cc2cc3c(C)ccc(C)c3[nH]c2=O)cc1	0.2%	-2%	-0.3%	-7%	-16%	1%	0.9	9%	i	1.3
Cc1ccc(S(=O)(=O)NCCCC(=O)O)cc1	0.4%	-4%	-5.9%	-9%	0%	-4%	1.1	-4%	.	.
O=C(Cn1cnc2ccccc21)Nc1ccc(F)c(F)c1	1.4%	-6%	-1.9%	4%	-3%	13%	1	1%	i	1.7
CC1CCC(C(C)C)C(=O)/C1=C/c1ccc(N)cc1 (stereo not drawn)	.	2%	.	.	.	6%	.	4%	i	0.3
O=c1c2ccccc2ncn1Cc1cccc2ccccc12	-1.0%	-3%	-3.9%	2%	7%	5%	1.1	-1%	i	0.4
CCCc1cc(NCC2CCCO2)n2c(nc3ccccc32)c1C#N (stereo not drawn)	-0.9%	-18%	-3.5%	17%	14%	-85%	1.2	7%	i	0.6
c1ccc(N2CC3CCc4ccccc4C3=N2)cc1 (stereo not drawn)	.	-14%	.	.	.	3%	.	8%	i	0.2
O=C(Cn1cc(Cl)ccc1=O)c1ccc(Cl)cc1	0.0%	-5%	-1.8%	0%	2%	4%	1	2%	i	0.2
CCOC(=O)CC(NS(=O)(=O)Cc1ccccc1)c1ccc(C)cc1 (stereo not drawn)	-2.0%	-6%	-4.2%	22%	8%	-12%	1.1	5%	i	0.6
CCC(C)NC(=O)CN(c1ccc(Cl)c(Cl)c1)S(C)(=O)=O (stereo not drawn)	-1.9%	-10%	-3.3%	6%	-8%	-11%	1	1%	i	0.1
CC(=O)Nc1ccc(NC(=O)CSc2nc3ccccc3o2)cc1	0.7%	-13%	-4.7%	-2%	-6%	-5%	1.1	13%	i	0.3
Cc1ccc(C(=O)NCC(=O)OCC(=O)NC2CCCC(C)C2C)s1 (stereo not drawn)	-0.9%	-1%	-2.6%	-5%	3%	1%	1.1	-1%	i	0.4
Cc1ccccc1OCC(=O)N(Cc1cccs1)C1CCS(=O)(=O)C1 (stereo not drawn)	0.3%	-5%	1.8%	-2%	1%	4%	1.1	-2%	i	0.9
COc1ccc(C)cc1NC(=S)Nc1ccccc1SC	-1.9%	0%	-15%	-1%	10%	19%	1	5%	i	0.4
CN(C)S(=O)(=O)c1cccc(C(=O)OCC(=O)Nc2sccc2C#N)c1	1.4%	-8%	-24%	6%	-3%	10%	1.1	14%	i	0.4
CCOC(=O)CSc1nnc(-c2ccc(OC)cc2OC)o1	-2.6%	-6%	-2.2%	1%	-2%	1%	1.1	3%	i	1.6
COc1ccc(CCn2c(-c3ccco3)nc3ccccc3c2=O)cc1OC	.	1%	1.2%	9%	3%	0%	1.1	2%	i	0.5
COC(CNC(=O)C(=O)NCC1OCCN1C(=O)c1ccc(Cl)cc1)OC (stereo not drawn)	0.0%	-11%	-11%	3%	4%	-10%	1.1	-4%	i	2.6
CCC1CCCCN1C(=O)CSc1nc2ccsc2c(=O)n1Cc1ccccc1 (stereo not drawn)	2.0%	2%	-6.7%	5%	3%	10%	1	5%	i	0.3
O=C(c1ccc(F)cc1)C(CN1CCOCC1)c1ccccc1 (stereo not drawn)	-1.0%	-4%	1.5%	-5%	-3%	-3%	1.1	5%	?	.
C(=N\Nc1nc(Nc2ccccc2)nc(Nc2ccccc2)n1)/c1cccnc1	-2.8%	3%	-7.0%	-8%	-17%	5%	1.2	-2%	i	0.8
O=[N+]([O-])c1cc(C(F)(F)F)ccc1N1CCN(S(=O)(=O)c2ccc3c(c2)CCCC3)CC1	-1.4%	-2%	-4.1%	11%	-4%	-2%	0.7	-4%	i	0.6
COc1cc(NC(=O)C2CCCN(S(=O)(=O)c3cccc4nsnc34)C2)cc(OC)c1 (stereo not drawn)	-1.2%	4%	-6.9%	12%	32%	3%	1	1%	i	0.5
O=C(c1ccc(Cn2c(=S)[nH]c3ccc(Br)cc3c2=O)cc1)N1CCN(C2CCCCC2)CC1	0.6%	2%	0.5%	-13%	-15%	6%	1	3%	i	1.2
Oc1c(Cl)cc(Cl)cc1C1=NNC(c2ccc(Cl)cc2)C1 (stereo not drawn)	-2.6%	-1%	-0.7%	-81%	-158%	-2%	1.1	1%	i	0.7
CSc1nc2sc3c(c2c2nnnn12)CCCC3	0.4%	-7%	-5.3%	-7%	-5%	-19%	1.1	6%	i	0.9
Cc1cc(N2CCN(Cc3cn(C)nc3-c3cccc(Cl)c3)CC2)cc(C)n1	-3.6%	4%	-5.4%	5%	19%	.	1	.	i	0.4
CCC(C)[C@H](NC(=O)NC1CCN(Cc2ccccc2)CC1)C(=O)OC (stereo partly drawn)	-0.9%	-9%	0.3%	10%	3%	10%	1.1	4%	i	14
CC1CCCN(CCC(=O)Nc2ccc3c(c2)CCC3)C1 (stereo not drawn)	-0.9%	1%	-8.0%	-19%	-11%	-3%	1	-2%	i	1.2
CS/C(=C\[N+](=O)[O-])Nc1ccc(F)cc1	-3.6%	4%	-5.5%	20%	7%	14%	1.1	13%	i	0.7
COc1cccc(C2CC(c3cccc(OC)c3)n3nc(N)nc3N2)c1 (stereo not drawn)	.	-4%	0.0%	8%	8%	2%	1.1	4%	i	4.2
CCCCOC(=O)c1ccc(N/C(=N\S(=O)(=O)c2ccccc2)c2ccccc2)cc1	-4.1%	9%	-3.7%	13%	13%	3%	1.1	6%	i	0.9
O=C(COC(=O)c1cccnc1)Nc1ccc2c(c1)OCO2	0.1%	-7%	-7.0%	13%	18%	-1%	1	4%	i	0.7
COc1cccc(OC)c1C(=O)Nc1ccc(S(=O)(=O)Nc2cc(C)nc(C)n2)cc1	-0.1%	-7%	-3.0%	2%	-2%	21%	1.1	-9%	i	1.0
CCC(C)[C@@H](C(=O)NCC1CCC(C(=O)O)CC1)n1nnc2ccccc2c1=O (stereo partly drawn)	-0.5%	-3%	-2.7%	4%	3%	5%	1	6%	i	0.0
Cc1ccc(S(=O)(=O)N2CCOCC2)cc1NC(=O)CSc1ccccn1	1.1%	-8%	-15%	-4%	-6%	-4%	1.1	5%	i	0.5
COc1ccccc1/C=C1\SC(=S)N(Nc2nc(C)cc(C)n2)C1=O	3.5%	0%	-6.4%	9%	2%	-5%	0.8	7%	i	1.0
OCCNc1nc2ccccc2[nH]1	-0.1%	-5%	-1.3%	7%	7%	-6%	1.1	5%	i	1.5

An excerpt from above, reduced to Myeloid diff MLP.
canonical_smiles,Myeloid diff MLP
Cc1ccc(S(=O)(=O)N2CCOCC2)cc1NC(=O)CSc1ccccn1,i
COc1ccccc1/C=C1\SC(=S)N(Nc2nc(C)cc(C)n2)C1=O,i
OCCNc1nc2ccccc2[nH]1,i

The listing continues.
SMILES	ER stress rescue	LYP inhibition	XIAP displacement	PMI inhibitors	human PMI inhibitors	P. falciparum M17LAP	TNAP activation fold	M1AAP inhibition	Myeloid diff MLP	Myeloid diff MLP GFP+ MAC1+ %
CC(C)OC(=O)CSc1nnc(CNc2cccc(Cl)c2)n1C	-0.4%	-5%	-6.9%	6%	3%	19%	1.1	5%	i	1.2
CC(=O)/C(=C\N(C)C)Sc1ccc(C)cc1	.	-8%	.	.	.	-1%	.	4%	i	0.8
C=CCN=C1CC(C)(C)C(C(=O)OC)C(O)=C1C(=O)CCC (stereo not drawn)	1.3%	-7%	-3.9%	10%	16%	10%	1	-1%	i	0.4
O=C(Nc1cccc(Cl)c1Cl)c1cc(S(=O)(=O)NCCc2ccccc2)ccc1F	-2.2%	5%	0.4%	0%	0%	4%	1	9%	i	0.3
N#Cc1ccc(-c2csc(NNC(=O)c3ccccc3)n2)cc1	2.7%	-5%	-1.3%	-9%	-15%	17%	1.2	0%	i	1.4
Cc1ccc(NC(=O)C2CCN(C(=O)NC3CCCCC3)CC2)cc1Cl	0.4%	-5%	-5.9%	8%	1%	-8%	1	-7%	i	0.6
CCOc1ccc(Nc2nc(Cc3nnc(SCC(=O)NC4CCCC4)n3C)cs2)cc1	-1.1%	4%	-18%	5%	-1%	26%	1	3%	i	1.6
O=C(CCc1ccc(S(=O)(=O)NCCc2ccccc2)cc1)Nc1ccc2c(c1)OCCO2	1.6%	2%	-2.7%	8%	-3%	-11%	1.1	9%	i	1.0
CN1CCN(NC(=O)c2cccc(S(=O)(=O)N3CCCCCC3)c2)CC1	-1.6%	-4%	-4.9%	-14%	-11%	-3%	1.1	-2%	i	0.3
COCCNC(=O)NC(=O)COC(=O)Cc1ccc2c(c1)OCCO2	-1.7%	1%	-4.7%	19%	14%	-4%	1	1%	i	0.9
CCCCCCCC(=O)NNC(=O)c1c(O)c2ccccc2n(CC)c1=O	-0.8%	-8%	-2.6%	0%	-13%	-2%	1.3	-2%	+	2.8*

Screening data (PubChem BioAssay)

The order is random; any-hit rate near 2.7%.
